Mito fusion act – inhibitors of mitochondrial division or activators of mitochondrial fusion; 320,000 compounds, 0.23% hits; AID 485298; S. cerevisiae fusion-defective mutant growth rescue, CellTiterGlo 48 h; Potency, µM (highest dose often 46.1 µM), inactives show at the top dose growth rescue (activation), most hits filed as activators;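 also: potency is read from the fitted curve at half-maximal effect; % of control where 0% means no effect; nearly all actives have a fitted effect of over 45% in size; temperature-sensitive fusion mutants such as fzo1-1 at 37 °C on non-fermentable ethanol glycerol medium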
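Luminescent cell viability in 1536-well qHTS format served as the measure of rescued growth in ts fusion-mutant S. cerevisiae cultured on non-fermentable YPEG for 48 hours at 37C.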
TSG101-PTAP inh – blocks PTAP/TSG101 interaction to inhibit HIV-1 budding; 340,000 tested, under 10 active; Potency, µM (series often up to 115 µM), without a hit: at the top dose activity change, negative = inhibition, most hits filed as inhibitors; Q99816; Fluorescence polarization, FITC-PTAP peptide / Tsg101 binding; AID 493005; active = well fitted inhibition curve with a large enough effect in the main read-out, with a control signal flat, not every such curve was filed as active; inconclusive = small, poorly fitted or top-dose-only effect, or effect the other way, or a change in a side signal; inactive = no such curve, though single readings can be large or run the other way; also: potency is read from the fitted curve at half-maximal effect; % of control where 0% means no effect
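Tsg101 binding domain (10 uM final) was mixed with compound and a FITC-labeled PTAP peptide (50 nM final) in HEPES pH 7.5 buffer with NaCl, Tween 20, EDTA and TCEP; fluorescence polarization was read after 20 min at r.t.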
Menin MLL FP TR – inhibitors of human menin-MLL interaction, mutant MLL peptide. O00255. Menin + Texas Red MLL mutant peptide, fluorescence polarization. Potency, µM (titrated, usually from 61.6 µM), for inactives: at the highest dose FP activity change, negative = inhibition, hits mostly inhibitors. 270,000 compounds, 0.23% hits. AID 1768; active = well fitted inhibition curve with a large enough effect in the polarisation, with a control signal flat, not every such curve was filed as active; inconclusive = small, poorly fitted or top-dose-only effect, or effect the other way, or a change in a side signal; inactive = no such curve, though single readings can be large or run the other way; the % refers to the polarisation; also: potency is read from the fitted curve at half-maximal effect; % of control where 0% means no effect; many of its hits are not listed in these tables
MBNL1-CUG inh – MBNL1-poly(CUG) RNA binding inhibition | AID 2675 | 280,000 compounds, 0.036% hits | TR-FRET MBNL1-His/biotin-(CUG)12 binding, 665/545 ratio | Potency, µM (series often up to 57.5 µM), inactives show top-dose activity change, negative = inhibition, most hits filed as inhibitors | Q9NR56; active = well fitted inhibition curve with a large enough effect in the signal ratio, with a control signal flat, not every such curve was filed as active; inconclusive = small, poorly fitted or top-dose-only effect, or effect the other way, or a change in a side signal; inactive = no such curve, though single readings can be large or run the other way; the % refers to the signal ratio; also: potency is read from the fitted curve at half-maximal effect; % is scaled to controls: 0 for no effect and ±100 for the full control effect
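Compound titration spanned 92 nM–58 uM against the MBNL1-His/biotin-(CUG)12 complex. After 60 min at room temperature with 5 nM streptavidin-XL665 and 0.055 ng/ul terbium anti-His, ratiometric 665/545 nm emission (Ex 340 nm) normalized to controls.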
S-ASM inh – blocks human secretory acid sphingomyelinase; placental ASM, HMU-PC fluorogenic substrate, 60 min; Potency, µM (doses to about 57.5 µM), for inactives: at the top dose activity change, negative = inhibition, hits mostly inhibitors; P17405; 340,000 compounds, 0.006% hits; also: potency is read from the fitted curve at half-maximal effect
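Human placenta-derived ASM preincubated with compound 10 min at room temperature, then reacted with 9 uM (final) fluorogenic HMU-PC substrate for 60 min at 37 C. Stop solution raises pH to 10; fluorescence read at Ex 386/Em 447 nm.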
a7 integrin act – activates integrin-mediated alleviation for muscular dystrophy; Potency, µM (series often up to 38.3 µM), for inactives: at the top dose activation, usual class: activators; 350,000 compounds, 0.064% hits; alpha7betagal myoblasts, beta-gal FDG fluorescence, 48 h;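 also: potency is read from the fitted curve at half-maximal effect; 100% = response of the positive control SU9516; nearly all actives have a fitted effect of over 60% in size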
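alpha7betagal+/- myoblasts (passage 13, 250/well) treated 48 h at 37C with compounds at 1:260 dilution of DMSO stock. Lysed, then beta-galactosidase activity read as FDG fluorescence (ex 480/em 540) after 30 min, with pre-read for autofluorescence.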
AT treatment – candidate therapy for ataxia-telangiectasia | Potency, µM (titrated, usually from 57.5 µM), inactives show at the highest dose activation, most hits filed as activators | 320,000 compounds, 0.19% hits | […] A-T fibroblasts, KAP-1 phosphorylation AlphaLISA; neocarzinostatin DNA damage 30 min before lysis; also: potency is read from the fitted curve at half-maximal effect; % of control where 0% means no effect; nearly all actives have a fitted effect of over 45% in size
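ATM-like activity read as KAP-1 phosphorylation via AlphaLISA donor/acceptor antibody pairs after lysis and 6 hr at 25C. Cells were ATM-null patient fibroblasts ([…], hTERT), dosed 60 min, then exposed to the DSB inducer NCS for 30 min.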
TCR activator – activators of T cell receptors. primary human leukocytes, anti-CD3, IL-2 HTRF, 48 h. Potency, µM (highest dose often 9.22 µM), without a hit: at the highest dose activation of IL-2 secretion, hits mostly activators. 330,000 tested, under 10 active; also: % of control where 0% means no effect
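Primary human leukocytes receive a-CD3 beads and test compound and are incubated 48 hr. Secreted IL-2 is then assayed by HTRF, measuring 665nm acceptor emission after 320nm excitation of the europium donor.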
TSHR antag – human thyrotropin receptor antagonism; P16473; TSHR-expressing cells, TSH-stimulated cAMP HTRF, 2 h; active compounds read low; activity change, negative = inhibition, % at 11.5 µM; 330,000 compounds, 0.2% hits; AID 504810;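 active = activity change below a set negative limit, meaning inhibition stronger than a set level, cut at about -70% in these data; inconclusive = activity change between two set negative limits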; also: % is scaled to controls: 0 for no effect and ±100 for the full control effect
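Freshly harvested TSHR cells receive pin-tooled compound, then EC80 TSH at 4nM final. After 2 hours at 37 deg C, antibody in lysis buffer and cAMP-d2 are added; 30 minutes at ambient temperature precede the HTRF read.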
MLL CXXC-DNA inh – blocks binding of human MLL CXXC domain to DNA. MLL-CXXC / FITC-HOXA9 DNA fluorescence polarization. Q03164. 290,000 compounds, 0.037% hits. Potency, µM (titrated, usually from 115 µM), without a hit: at the top dose activity change, negative = inhibition, hits mostly inhibitors. AID 2662; active = well fitted inhibition curve with a large enough effect in the polarisation, with a control signal flat, not every such curve was filed as active; inconclusive = small, poorly fitted or top-dose-only effect, or effect the other way, or a change in a side signal; inactive = no such curve, though single readings can be large or run the other way; the % refers to the polarisation; also: potency is read from the fitted curve at half-maximal effect
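Fluorescence polarization: 7 uM MLL-CXXC (stock) preincubated 5 min with compounds, then 50 nM fluorescein-HOX-A9 DNA (stock) added; 30 min ambient. Buffer 50 mM Tris-HCl pH 7.5, 50 mM NaCl, 1 mM DTT, 0.05% BSA.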
* hit, by the source's call; ? = inconclusive; / = no result given; & = joins results of further samples; [ ] = another dose, or the depositor's remark. Unless noted, calls follow the shape of the dose curve; as a rule, active = well fitted curve in the direction sought with a large enough effect; inconclusive = small, poorly fitted or top-dose-only effect, or another doubt; inactive = no such curve, though single readings can be large; an effect the other way counts as inactive or inconclusive.

SMILES	Mito fusion act	TSG101-PTAP inh	Menin MLL FP TR	MBNL1-CUG inh	S-ASM inh	a7 integrin act	AT treatment	TCR activator	TSHR antag	MLL CXXC-DNA inh
COc1ccc(Cl)cc1NC(=O)CNc1ccccc1CN(C)C1CCCCC1	1%	-1%	3%	-9%	-2%	-44%	18%	7%	22	-8%
CCOC(=O)/C=C/C(=O)OCC(=O)Nc1cccc(Br)c1	-20%	-1%	27%	2%	1%	10%	21%	-1%	39	15%
COc1ccc(C(c2nnnn2CS(=O)(=O)c2ccc(C)cc2)N2CCN(c3ncccn3)CC2)cc1 (stereo not drawn)	7%	-6%	16%	-11%	-5%	19%	3%	1%[46.1 µM]	8	0%
O=C(OCC(=O)N1CCN(c2cccc(Cl)c2)CC1)c1ccco1	-2%	-5%	/	/	5%	9%	13%	0%	1	/
O=C(Nc1ccc2cccnc2c1)c1ccc(Br)cc1	8%	-6%	32%[activator]	5%	?	-3%	28%	/	-14	1%
CCCCc1nnc(NC(=O)C2CCCO2)s1 (stereo not drawn)	-1%	-4%	-3%	-3%	1%	19%	6%	8%	-3	0%
CCCCCN(C(=O)COC(=O)c1ccc(Br)o1)c1c(N)n(CCCC)c(=O)[nH]c1=O	-1%	2%	?	-9%	9%	11%	-2%	-5%	9	?
COc1ccccc1-n1cc(CN2CCN(C3CCCCC3)C(CCO)C2)cn1 (stereo not drawn)	-3%	-1%	10%	7%	-2%	5%	0%	0%	7	-3%
COc1ccc(CCNC(=O)c2cc(C(=O)c3cc(C)ccc3O)cn(CCc3ccc(OC)cc3)c2=O)cc1	0%	1%	-3%	-6%	-11%	-3%	1%	6%[46.1 µM]	-9	3%
c1ccc(CNn2nnnc2-c2ccccc2)cc1	2%	-2%	-10%	-8%	1%	12%[7.66 µM]	/	0%	/	3%
Cc1ccc(S(=O)(=O)NC(CC(=O)N2CCc3ccccc32)c2ccco2)cc1 (stereo not drawn)	13%	1%	-1%	-5%	-2%	-20%	-1%	5%	-4	4%
CCn1c(=O)c(=O)n(CC)c2cc(S(=O)(=O)N3CCc4ccccc43)ccc21	2%	-4%	-8%	-4%	-1%	-18%	2%	-2%	-3	-3%
COc1ccc(-c2cn[nH]c2-c2ccc(OCc3ccccc3)cc2O)cc1OC	17%	0%	/	0%	-9%	-26%	41%	3%	-29	13%
COc1ccc(S(=O)(=O)N2CCc3ccccc3C2)cc1C(=O)O	-2%	-14%	5%	-5%	0%	-16%	-4%	-2%	7	0%
Cc1cc2nc(/N=C(\N)NC(=O)N3c4ccccc4Sc4ccccc43)nc(C)c2cc1C	-9%	-1%&-5%	1%	-9%	-5%	?	5%	-8%	1	3%
O=C(Cn1cc(Cl)c([N+](=O)[O-])n1)NCCC1=CCCCC1	-1%	0%	-3%	18%	-1%	7%	-8%	1%	21	1%
COCCn1c(SCC(=O)Nc2cccc(F)c2)nc2c([nH]c3ccccc32)c1=O	1%	0%	/	6%	-1%	0%	3%	-4%	-11	6%
O=C(O)/C=C/c1ccccc1[N+](=O)[O-]	1%	-2%	/	/	5%	-36%[inhibitor]	7%	1%	4	7%
CCOc1cccc(-c2cc(=O)[nH][nH]2)c1	0%	-4%	13%	-23%	6%	24%	10%	0%[46.1 µM]	-12	2%
CCc1cc(=O)oc2c3c(cc(OCC(=O)NCc4ccccn4)c12)OC(C)(C)CC3	9%	-1%	?	-2%	14%	6%	-2%	-3%	-5	6%
Cc1nc([N+](=O)[O-])cn1Cc1cccc([N+](=O)[O-])c1	2%	-7%	16%	?	3%	-8%	-3%	9%	0	1%
CCCc1nnc2n1N=C(c1ccc(C)cc1)CS2	-1%	-4%	/	-1%	4%	0%	2%	-2%	30	10%
CCOc1ccccc1N(C(=O)c1ccco1)C(C(=O)NC1CCCC1)c1cccnc1 (stereo not drawn)	-1%	-1%	?	2%	0%	-12%	7%	-8%	-4	13%
CCc1c(C)nc2[nH]nc(-c3ccccc3)n2c1=O	1%	-4%	2%	-11%	2%	0%	1%	0%	-3	-1%
Cc1nn(-c2cc(N3CCCCC3)ccc2N)c(=O)c2ccccc12	-2%	/	-13%	4%	0%	18%	-2%	-1%[46.1 µM]	-4	7%

Some values from the entries so far.
In TCR activator, CCc1c(C)nc2[nH]nc(-c3ccccc3)n2c1=O is listed with 0%
In TSG101-PTAP inh, CCCCCN(C(=O)COC(=O)c1ccc(Br)o1)c1c(N)n(CCCC)c(=O)[nH]c1=O is listed with 2%

(continued)
SMILES	Mito fusion act	TSG101-PTAP inh	Menin MLL FP TR	MBNL1-CUG inh	S-ASM inh	a7 integrin act	AT treatment	TCR activator	TSHR antag	MLL CXXC-DNA inh
COC(=O)c1c(C)noc1-c1snnc1C	3%	-8%	/	/	-5%	?	8%	3%	-6	-4%
COc1ccc(C(=O)NC(=S)Nc2ccc(N3CCOCC3)cc2)cc1Cl	-31%[inhibitor]	-6%	?	-8%	-11%	0%	3%	4%	-7	2%
CCC(C)(C)n1nnnc1C(c1ccc(Cl)cc1)N1CCN(C)CC1 (stereo not drawn)	0%	-1%	-22%	1%	1%	11%	-5%	6%	4	1%
COc1cc(/C=N/Nc2nc(C)cc(C)n2)ccc1OC(=O)c1ccco1	-9%	0%	3%	/	5%	19%	-6%	?	-12	51%[activator]
CCCN1CNC(=S)N(c2ccccc2OCC)C1	-8%	-1%	7%	-7%	2%	1%	2%	-4%[46.1 µM]	4	5%
CCC1Sc2ccc(S(=O)(=O)CCC(=O)N3CCc4ccccc43)cc2NC1=O (stereo not drawn)	2%	-1%	/	-2%	-3%	-21%	0%	-6%	18	-10%
CCOC(=O)/C(=N\Nc1ccccc1Cl)N(C)C1CCS(=O)(=O)C1 (stereo not drawn)	-4%	-2%	1%	10%	-2%	11%	2%	2%	-3	5%
C/C(=N\NC(=O)c1ccncc1)c1ccc(N2CCOCC2)cc1	-4%	-2%	/	/	2%	3%	-5%	0%	11	/
CCOC(=O)C1CCCN(C(=O)c2cc(-c3ccncc3)nc3ccccc23)C1 (stereo not drawn)	3%	-3%	/	/	/	0%	9%	-6%	9	/
COC(=O)c1cnc(Oc2ccc(NC(=O)NC(=O)c3c(F)cccc3F)cc2)cc1C(F)(F)F	0%	-2%	/	/	-2%	-6%	-15%	4%	8	0%
CCC(CC)NC(=O)COC(=O)c1ccc2c(c1)C(=O)N(Cc1ccco1)C2=O	-11%	-1%	4%	?	-22%	5%	2%	4%	3	2%
O=C(Nc1cccc(S(=O)(=O)N2CCCCC2)c1)C1CC1	3%	-1%	/	/	1%	-37%	-1%	-5%	-7	/
COC(=O)Cc1[nH]nc2c1C1(C(=O)N(Cc3ccc(Cl)cc3)c3ccccc31)C(C#N)=C(N)O2 (stereo not drawn)	-1%	-8%	4%	-3%	0%	-40%[inhibitor]	11%	2%	2	3%
COc1cc(NC(=O)CCCNC(=O)Cn2cnc3sc(C)c(C)c3c2=O)cc(OC)c1OC	10%	1%	1%	-5%	-1%	22%	-2%	-4%	11	35%
Cc1noc(/C=C/N(C)C)c1S(=O)(=O)N1CCCC(C(=O)NC(C)c2ccccc2)C1 (stereo not drawn)	2%	-1%	2%	-1%	4%	?	-4%	-7%	-6	-1%

Some of the entries so far, comma-delimited:
SMILES,Mito fusion act,TSG101-PTAP inh,Menin MLL FP TR,MBNL1-CUG inh,S-ASM inh,a7 integrin act,AT treatment,TCR activator,TSHR antag,MLL CXXC-DNA inh
CCc1c(C)nc2[nH]nc(-c3ccccc3)n2c1=O,1%,-4%,2%,-11%,2%,0%,1%,0%,-3,-1%
Cc1nn(-c2cc(N3CCCCC3)ccc2N)c(=O)c2ccccc12,-2%,/,-13%,4%,0%,18%,-2%,-1%[46.1 µM],-4,7%
COC(=O)c1c(C)noc1-c1snnc1C,3%,-8%,/,/,-5%,?,8%,3%,-6,-4%

An excerpt. The share of hits here may be higher or lower than overall.
